# Screening data from PubChem.
# NCI-60 one-dose screen, 48 h, at 10 µM unless noted. Numbers give growth in % (100 = growth as untreated, 0 = no growth, -100 = all killed).
# M14: M14 melanoma; 6.2% of 80,000 active; AID 1794745
# SK-MEL-5: SK-MEL-5 melanoma; 6.4% of 80,000 active; AID 1794755
# SK-MEL-28: SK-MEL-28 melanoma. 4.1% of 81,000 active. AID 1794761
# EKVX: EKVX NSCLC; 3% of 71,000 active; AID 1794765
# CCRF-CEM: CCRF-CEM leukemia; 7% of 77,000 active; AID 1794778
# HOP-92: HOP-92 NSCLC cells | 6.3% of 71,000 active | AID 1794738
# A549/ATCC: A549/ATCC NSCLC; 3.7% of 81,000 active
# HOP-62: HOP-62 NSCLC; 3.9% of 80,000 active; AID 1794735
# Starred values were filed as active, the others as inactive; x = not tested or not shown; & = joins results of further samples. Rule for the calls: active = growth percent below 10; inactive = the rest.
1) CN(C)CC(O)c1cc2ccccc2c2ccccc12 (stereo unspecified)
2) CC1CN=C(c2ccc(NC(=O)c3ccc(C(=O)Nc4ccc(C5=NCC(C)N5)cc4)cc3)cc2)N1 (stereo unspecified)
3) CN(C)c1ccc(C(=O)C(O)c2ccccc2)cc1 (stereo unspecified)
4) CC1(C)CC(=O)c2c(nn(-c3ccccc3)c2-c2cn(-c3ccccc3)nc2-c2ccc(N)cc2)C1
5) Cn1c(=O)oc2ccc(S(=O)(=O)Nc3ccc(Cl)cc3[N+](=O)[O-])cc21
6) COC1=CC(c2ccc[nH]2)=N/C1=C\c1[nH]c(C)c(CC(=O)OCc2ccccc2)c1C
7) COc1ccc(/C=C/c2nc3ccccc3nc2Nc2cccc(C)c2)cc1
8) Cn1cccc1C(=O)C1C(c2ccc(Cl)cc2)C2CCCN2C12C(=O)Nc1ccc(Cl)cc12 (stereo unspecified)

Assay by compound	1	2	3	4	5	6	7	8
M14	95.3	100.7	100.2&99.9	91.9	97.2	-55.9*	99.6	86.8
SK-MEL-5	90.5	91.8	97.4&104.7	94.7	95.5	-91.5*	95.7	90.6
SK-MEL-28	113.8	128.6	121.1&106.3	110.1	113.5	-18.2*	107.9	110.5
EKVX	101.8	88.1	95.8&109.1	87.7	x	5.6*	89.0	75.1
CCRF-CEM	102.7	100.4	100.3&105.1	75.4	x	4.8*	98.7	90.9
HOP-92	71.0	104.2	90.3&51.9	74.8	77.2	-16.8*	99.3	70.9
A549/ATCC	66.1	99.2	84.8&111.6	78.1	98.5	5.0*	105.8	62.4
HOP-62	86.4	104.6	88.1&95.4	102.2	100.2	2.0*	92.7	89.3

9) Nc1cccc(C(=O)Nc2ccc3c(O)c(N=Nc4ccc(N=Nc5ccc(S(=O)(=O)O)cc5)cc4)c(S(=O)(=O)O)cc3c2)c1
10) O=C1Nc2cc(-c3ccc(NC(=O)c4cccs4)cc3)ccc2/C1=C/c1ccc[nH]1
11) CSc1cccc(C(=O)O)c1
12) CC1(C)CC(=O)C(c2ccc([N+](=O)[O-])cc2)=C(O)c2ccccc21
13) CC1CC(=O)c2cc(-c3ccccc3)oc2C1 (stereo unspecified)
14) COc1cccc(/C=C/c2nc3c(cnn3-c3ccccc3)c(=O)[nH]2)c1
15) Cc1ccc(CSc2nc3ccccc3c(=O)n2CCc2ccc(S(N)(=O)=O)cc2)cc1
16) C/C(=N/NC(=O)c1cc2ccccc2oc1=N)c1ccc([N+](=O)[O-])cc1

Assay by compound	9	10	11	12	13	14	15	16
M14	98.3	88.9	x	100.1	108.1	86.8	108.2	88.9
SK-MEL-5	104.3	63.6	106.9	103.0	101.7	81.5	101.2	102.6
SK-MEL-28	107.3	100.6	115.0	110.1	107.2	102.6	109.0	96.5
EKVX	103.0	55.2	110.8	120.9	x	80.1	99.4	92.3
CCRF-CEM	96.6	41.8	95.8	84.6	95.8	76.3	84.8	x
HOP-92	97.7	104.1	94.4	60.3	105.2	79.5	98.2	90.7
A549/ATCC	97.5	81.7	102.2	95.5	92.8	76.3	102.4	103.4
HOP-62	96.0	98.3	104.6	122.4	114.0	81.5	105.8	98.1

# Twelve consecutive compounds already listed, for reference:
5) Cn1c(=O)oc2ccc(S(=O)(=O)Nc3ccc(Cl)cc3[N+](=O)[O-])cc21
6) COC1=CC(c2ccc[nH]2)=N/C1=C\c1[nH]c(C)c(CC(=O)OCc2ccccc2)c1C
7) COc1ccc(/C=C/c2nc3ccccc3nc2Nc2cccc(C)c2)cc1
8) Cn1cccc1C(=O)C1C(c2ccc(Cl)cc2)C2CCCN2C12C(=O)Nc1ccc(Cl)cc12 (stereo unspecified)
9) Nc1cccc(C(=O)Nc2ccc3c(O)c(N=Nc4ccc(N=Nc5ccc(S(=O)(=O)O)cc5)cc4)c(S(=O)(=O)O)cc3c2)c1
10) O=C1Nc2cc(-c3ccc(NC(=O)c4cccs4)cc3)ccc2/C1=C/c1ccc[nH]1
11) CSc1cccc(C(=O)O)c1
12) CC1(C)CC(=O)C(c2ccc([N+](=O)[O-])cc2)=C(O)c2ccccc21
13) CC1CC(=O)c2cc(-c3ccccc3)oc2C1 (stereo unspecified)
14) COc1cccc(/C=C/c2nc3c(cnn3-c3ccccc3)c(=O)[nH]2)c1

Assay by compound	5	6	7	8	9	10	11	12	13	14
M14	97.2	-55.9*	99.6	86.8	98.3	88.9	x	100.1	108.1	86.8
SK-MEL-5	95.5	-91.5*	95.7	90.6	104.3	63.6	106.9	103.0	101.7	81.5
SK-MEL-28	113.5	-18.2*	107.9	110.5	107.3	100.6	115.0	110.1	107.2	102.6
EKVX	x	5.6*	89.0	75.1	103.0	55.2	110.8	120.9	x	80.1
CCRF-CEM	x	4.8*	98.7	90.9	96.6	41.8	95.8	84.6	95.8	76.3
HOP-92	77.2	-16.8*	99.3	70.9	97.7	104.1	94.4	60.3	105.2	79.5
A549/ATCC	98.5	5.0*	105.8	62.4	97.5	81.7	102.2	95.5	92.8	76.3
HOP-62	100.2	2.0*	92.7	89.3	96.0	98.3	104.6	122.4	114.0	81.5

15) Cc1ccc(CSc2nc3ccccc3c(=O)n2CCc2ccc(S(N)(=O)=O)cc2)cc1
16) C/C(=N/NC(=O)c1cc2ccccc2oc1=N)c1ccc([N+](=O)[O-])cc1

Assay by compound	15	16
M14	108.2	88.9
SK-MEL-5	101.2	102.6
SK-MEL-28	109.0	96.5
EKVX	99.4	92.3
CCRF-CEM	84.8	x
HOP-92	98.2	90.7
A549/ATCC	102.4	103.4
HOP-62	105.8	98.1

# More structures
17) OC(CCN1CCCCC1)(c1ccccc1)C1CC2C=CC1C2 (stereo unspecified)
18) N#Cc1c(-c2ccc(Cl)cc2Cl)cc(-c2ccccc2)[nH]c1=O
19) O=C1/C(=C/c2ccc(Cl)c(Cl)c2)SC(=S)N1C1c2ccccc2Oc2ccccc21
20) CCOP(=O)(OCC)OC[C@]12CC[C@@H](C)[C@H](C)C1C1=CC[C@@H]3[C@@]4(C)CCCNC(C)(C)[C@@H]4CC[C@@]3(C)[C@]1(C)CC2 (stereo partly specified)
21) O=C(CSc1nc2ccccc2c(=O)n1-c1ccc(Cl)cc1)Nc1ccc(-c2nc3ccc([N+](=O)[O-])cc3[nH]2)cc1
22) O=C(NCc1ccccc1)Nc1ccccc1CNc1nc(Nc2ccc(OCCN3CCCC3)cc2)ncc1Cl
23) Cn1ccnc1C(=O)/C=C/c1ccc(CCC(=O)Nc2ccc(F)cc2)cc1
24) O=c1[nH][nH]c(Nc2ccccc2)c1N=Nc1ccc(O)cc1

Assay by compound	17	18	19	20	21	22	23	24
M14	95.5	107.2	89.9	-65.7*	32.4	99.7	x	65.0
SK-MEL-5	93.9	93.9	89.6	-8.3*	65.3	95.2	88.6	x
SK-MEL-28	109.1	106.6	110.9	-2.5*	21.1	104.8	106.0	102.2
EKVX	92.2	87.4	95.1	36.8	35.9	99.2	89.7	88.4
CCRF-CEM	85.3	95.3	90.8	-33.3*	x	20.0	30.7	x
HOP-92	101.2	91.6	81.3	34.8	x	83.8	105.9	92.2
A549/ATCC	99.0	81.5	92.5	18.2	50.2	97.5	76.9	84.8
HOP-62	103.4	87.1	75.8	65.0	0.1*	86.2	74.9	102.8

25) C=CC[C@@H]1/C=C(\C)C[C@H](C)C[C@H](OC)[C@H]2O[C@@](O)(C(=O)C(=O)N3CCCC[C@H]3C(=O)O[C@H](/C(C)=C/[C@@H]3CC[C@@H](O)[C@H](OC)C3)[C@H](C)[C@@H](O)CC1=O)[C@H](C)C[C@@H]2OC
26) O=C1NC(=O)c2c(CCCSc3nc4ccccc4c(=O)n3CCc3ccccc3)cccc21
27) CN(CCCO)CCCO
28) Cc1ccc(S(=O)(=O)NCCCNc2nccc(-c3[nH]c(-c4ccccc4)nc3-c3ccc(F)c(O)c3)n2)cc1
29) COc1ccc(C(NC23CC4CC(CC(C4)C2)C3)c2nnnn2C(C)(C)CC(C)(C)C)cc1 (stereo unspecified)
30) CN(Cc1cnc2nc(N)nc(N)c2n1)c1ccc(C(=O)N[C@@H](CCC(=O)O)C(=O)O)cc1
31) CC(CC(c1ccccc1)c1ccccc1)[N+](C)(C)C (stereo unspecified)
32) O=C1c2ccccc2C(=O)c2c(N=Nc3sc(Nc4ccc(Cl)cc4)nc3O)cccc21

Assay by compound	25	26	27	28	29	30	31	32
M14	83.0	98.1	96.7	22.9	79.9	x	95.0	104.5
SK-MEL-5	x	95.8	98.5	38.6	90.5	3.3*	103.7	104.3
SK-MEL-28	116.1	104.9	102.7	38.3	100.2	x	101.5	104.4
EKVX	79.5	16.3	x	94.9	85.8	47.0	x	x
CCRF-CEM	91.0	96.0	x	39.7	83.4	18.8	108.7	80.2
HOP-92	x	94.5	96.6	93.7	90.5	25.1	104.6	104.8
A549/ATCC	84.0	89.4	104.1	80.4	77.5	22.8	95.4	84.5
HOP-62	102.6	x	96.6	112.3	103.4	32.1	98.8	95.3

33) O=c1oc2ccc([N+](=O)[O-])cc2cc1Br
34) OCC1OC(n2ccc3c2ncn2ncnc32)C(O)C1O (stereo unspecified)
35) CCCCCCC(C)NCCOC(=O)c1ccc(N)cc1 (stereo unspecified)
36) Oc1ccccc1-c1cn2ccnc2c(-c2ccc(Cl)cc2)n1
37) NCc1c(Cl)c(Cl)c(CN)c(Cl)c1Cl
38) CCOC(CCc1c(C)nc(N)[nH]c1=O)OCC
39) O=C(NCCNc1nccc(Nc2ccc(S(=O)(=O)Nc3ccccn3)cc2)n1)C(Cl)(Cl)Cl
40) COc1ccc(-c2cc(-c3cn(-c4cccc(Cl)c4)nc3-c3ccc(OC)cc3)c(C#N)c(N)n2)cc1

Assay by compound	33	34	35	36	37	38	39	40
M14	104.0	51.3	111.0	53.8	108.8	104.3	105.8	98.6
SK-MEL-5	102.1	45.4	103.8	72.9	99.3	100.2	110.9	95.5
SK-MEL-28	106.8	92.5	105.8	88.2	105.1	104.3	108.7	104.7
EKVX	101.5	x	x	x	87.5	109.9	x	103.1
CCRF-CEM	108.7	14.1	87.9	74.7	103.0	126.8	93.8	96.8
HOP-92	83.7	-0.4*	x	71.6	70.7	80.4	122.3	66.8
A549/ATCC	108.4	50.6	109.6	51.4	100.7	105.9	85.1	80.9
HOP-62	104.0	37.3	94.1	50.6	89.9	103.3	100.8	91.9

41) N#Cc1ncoc1N1CCN(c2cccc(Cl)c2)CC1
42) O=C(C(/C=N\C(=S)Nc1ccccc1Cl)=C(/O)c1ccccc1)c1ccccc1
43) COCCn1cc(-c2nc(-c3c[nH]c4ncccc34)cs2)c2ccccc21
44) COc1cc(/C=C2\C(=N)N=C(SCc3nc4ccccc4[nH]3)NC2=O)ccc1O
45) CN(C)c1ccc(/C=C(\C#N)c2nc3ccccc3n2C)cc1
46) CCN(CC)CCOc1ccccc1/C=C/c1noc2ccccc12
47) NC(=Nc1ccccc1)N(c1ccccc1)c1ccccc1
48) O=C1NC(=C(Cl)Cl)/C(=N/S(=O)(=O)NC2CCC2)N1

Assay by compound	41	42	43	44	45	46	47	48
M14	100.0	79.8	68.6	95.4	34.4	89.8	97.0	95.1
SK-MEL-5	106.5	85.1	34.3	98.5	14.5	81.1	116.7	95.1
SK-MEL-28	108.1	95.4	89.4	109.6	x	94.5	111.8	108.0
EKVX	94.6	77.2	16.4	101.1	28.3	64.0	110.7	107.8
CCRF-CEM	90.7	72.6	56.6	99.4	31.2	76.6	106.4	93.6
HOP-92	106.3	61.4	2.6*	x	86.4	44.1	86.5	143.2
A549/ATCC	92.3	84.2	52.2	110.1	31.0	73.0	80.3	97.0
HOP-62	112.3	64.7	47.2	100.9	89.7	69.4	105.2	102.3

49) COc1cc(C2CC(c3ccc(S(=O)(=O)NCCNc4nc(Nc5ccc(F)cc5)nc(N(C)C)n4)cc3)=Nc3c(N)nc(N)nc3N2)cc(OC)c1OC (stereo unspecified)
50) O=C(Nc1cc(-c2cccnc2)nc(NCCCN2CCOCC2)n1)c1ccc(F)cc1Cl
51) O=C(CCCCCCCCC(=O)OCc1ccccc1)OCc1ccccc1
52) CC1CCCCC1CO (stereo unspecified)
53) Cn1ccnc1C(=O)/C=C/c1ccc(CNC(=O)c2ccc(Cl)cc2)cc1
54) NS(=O)(=O)c1cccc(Nc2nc(SCC(=O)c3ccc(Cl)cc3)nc3c2CCCC3)c1
55) O=C1c2cccc3cccc(c23)C(=O)N1N1C(=O)c2cccc3c(N4CCCCC4)ccc(c23)C1=O
56) CO[C@@H]1CSSC1Cn1nc(-c2ccc(Oc3ccccc3)cc2)c2c(N)ncnc21 (stereo partly specified)

Assay by compound	49	50	51	52	53	54	55	56
M14	101.1	101.7	104.1	100.3	x	100.0	94.3	-90.6*
SK-MEL-5	64.2	88.0	102.2	114.4	32.6	100.4	98.7	8.0*
SK-MEL-28	88.1	107.6	116.0	109.0	45.2	101.8	103.6	-34.4*
EKVX	87.3	101.9	102.0	97.2	26.4	99.4	93.0	25.3
CCRF-CEM	33.8	88.3	93.2	107.6	7.6*	106.1	97.4	-8.3*
HOP-92	x	91.1	88.8	96.9	10.3	89.8	80.4	35.9
A549/ATCC	97.9	101.7	109.8	100.6	8.1*	100.6	102.5	35.7
HOP-62	94.3	95.5	98.1	110.9	16.3	110.9	93.7	86.4
